Statin myotox sup: suppression of simvastatin myotoxicity | C2C12 myotubes + simvastatin, ATP luminescence, 48 h; scaled: DMSO 0, geranylgeraniol control 100 | rescue of ATP level, % at 7.49 µM | 0.78% of 330,000 active;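 active = mean ATP rescue above about 67%, or every replicate alone reaching that limit, limit read from the data, passing the limit was not always enough; inconclusive = no clear call, values can overlap the other calls; inactive = mean under the limit and some replicate under it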;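 also: myotubes were challenged with 10 µM simvastatin during compound exposure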
SIRT5 block: blocks human SIRT5 desuccinylation of peptide; Purified SirT5, succinyl-peptide AMC, trypsin-coupled fluorescence; Q9NXA8; inhibition, % at 15 µM; 1.1% of 330,000 active; in the data active = inhibition above about 15%; inconclusive = no clear call, values can overlap the other calls
ERp5 block: ERp5 (human) disulfide isomerase inhibition; Q15084; ERp5 insulin aggregation, absorbance 650 nm, 90 min; inhibition, % at 9.99 µM; 0.05% of 350,000 active;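 active = mean replicate inhibition above about 25%, with every replicate also reaching it, limit read from the data, passing the limit was not always enough; inconclusive = only one of those two criteria met; inactive = neither criterion met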
DENV2 CPE rescue: protects cells from dengue virus 2 cytopathic effect. DENV2-infected cells, cytopathic effect rescue, plate reader. CPE inhibition, % at 9.99 µM. 1.7% of 350,000 active. AID 651640; in the data active = CPE inhibition above about 20%, passing the limit was not always enough; inconclusive = no clear call, values can overlap the other calls; tested in BHK-21 cells;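 also: 0% = median of neutral control wells and 100% = median of positive control wells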
PglD DTNB: blocks C. jejuni PglD acetyltransferase activity; inhibition, % at 12.5 µM; purified PglD enzyme, DTNB colorimetric CoA detection; 0.098% of 360,000 active; in the data active = inhibition above about 16%, passing the limit was not always enough; inconclusive = no clear call, values can overlap the other calls; also: strong numbers were not always called active
S100A4 inh HTS: inhibitors of human S100A4 binding to myosin IIA peptide. P26447. S100A4/TAMRA-MyoIIA peptide fluorescence polarization. inhibition, % at 10.7 µM. 0.14% of 360,000 active;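 active = mean inhibition of at least 70% across replicates, with every replicate also reaching that level; inconclusive = mean inhibition reaches 70% but some replicates fall short; inactive = mean inhibition below 70%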
Target sequence (P26447 whole entry, looked up): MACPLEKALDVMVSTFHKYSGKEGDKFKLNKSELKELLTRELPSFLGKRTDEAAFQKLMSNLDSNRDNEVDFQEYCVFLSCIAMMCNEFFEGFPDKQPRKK
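Material: human S100A4 monomer with TAMRA-labelled myosin IIA peptide; buffer or medium: HEPES pH 7.2 with CaCl2, KCl, NaCl, DTT, Triton; compound dosing: one concentration per compound; schedule: 5 min incubation before reading; benchmarks: neutral control DMSO, positive control TFP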
E-sel inducer: E-selectin induction on HUVECs; P16581; HUVEC E-selectin immunofluorescence imaging; normalized: neutral wells 0, TNF-alpha wells 100; activation, % at 7.58 µM; 0.37% of 260,000 active;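 active = mean E-selectin-positive cell signal at least 10% of the positive control, reached in at least 60% of replicates, without over 20% cell loss; inconclusive = no rule given, readout overlaps actives, possibly toxicity-flagged; inactive = the rest, including those meeting only one limit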;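 also: in these data hits start at about 27%; measured in HUVEC primary endothelial cells; signal is the percent of cells scored E-selectin positive by PE staining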
Target sequence (P16581 whole entry, looked up): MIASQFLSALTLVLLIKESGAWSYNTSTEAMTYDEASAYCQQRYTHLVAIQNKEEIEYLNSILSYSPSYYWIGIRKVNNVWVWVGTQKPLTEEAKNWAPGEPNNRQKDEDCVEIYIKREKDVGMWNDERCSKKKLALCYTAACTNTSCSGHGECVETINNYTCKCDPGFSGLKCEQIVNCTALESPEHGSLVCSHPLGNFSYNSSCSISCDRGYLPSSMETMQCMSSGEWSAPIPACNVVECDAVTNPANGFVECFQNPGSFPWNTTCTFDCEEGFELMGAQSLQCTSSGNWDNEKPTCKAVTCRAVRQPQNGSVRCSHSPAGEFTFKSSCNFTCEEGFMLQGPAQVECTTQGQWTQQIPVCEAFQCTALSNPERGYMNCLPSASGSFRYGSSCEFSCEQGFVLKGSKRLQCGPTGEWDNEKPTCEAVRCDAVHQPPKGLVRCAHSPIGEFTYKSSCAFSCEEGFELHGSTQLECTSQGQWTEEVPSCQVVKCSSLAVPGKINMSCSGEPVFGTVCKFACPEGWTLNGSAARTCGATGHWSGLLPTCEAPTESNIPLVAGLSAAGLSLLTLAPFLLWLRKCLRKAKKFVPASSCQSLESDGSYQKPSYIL
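assay system = HUVEC, human umbilical vein endothelial cells | input = 3,000 HUVEC seeded per well | medium = EGM-2 growth medium on 0.1% gelatin-coated wells | dosing = one compound dose added by pin transfer | signal = immunofluorescence imaging | read-out basis = % PE-positive cells | control set = TNF-alpha, DMSO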
* hit, by the source's call; u = inconclusive; x = no result given. A portion of the library (hit frequency here may not be typical).

The line under a structure holds: Statin myotox sup	S100A4 inh HTS	PglD DTNB	ERp5 block	E-sel inducer	SIRT5 block	DENV2 CPE rescue
COc1ccc2c3c([nH]c2c1)[C@H](CO)N(C(=O)c1ccccc1)CC31CCN(Cc2cccnc2)CC1
  x	6	x	-12	-0.5	-2	-5
O=C(Nc1ccc2c(c1)OCO2)N1CCN(c2ncccn2)CC1
  7	7	x	-1	x	9	x
Cc1ccc(-n2c(CSc3nc(C)cc(C)n3)n[nH]c2=S)cc1
  x	-1	x	-1	x	-1	-1
C[C@@H]1CN([C@H](C)CO)S(=O)(=O)c2ccc(-c3ccccc3F)cc2O[C@@H]1CN(C)C
  -6	-3	0	-10	-0.1	-2	1
O=C(C[C@@H]1C[C@@H]2c3cc(NC(=O)Nc4ccccc4)ccc3O[C@@H]2[C@@H](CO)O1)NCC1CC1
  1	14	0	-25	0.7	1	10
Nc1nc2n(n1)C(c1cccc(Cl)c1)CC(c1ccc(F)cc1)N2 (centres undefined)
  0	1	4	-3	0.0	-5	-5
Cc1ccc(C)c(N2CCN(C(=O)c3ccc(CSc4nc5ccncc5[nH]4)cc3)CC2)c1
  15	6	1	-4	0.1	x	-6
CS(=O)(=O)Cc1cccc(C(=O)NC2CCSc3ccccc32)c1 (centres undefined)
  -5	-11	7	-9	x	-3	1
COc1ccccc1NC(=O)N(C)C[C@H]1Oc2ncc(C#CCC(C)C)cc2C(=O)N([C@@H](C)CO)C[C@@H]1C
  25	-8	0	1	9.7	0	3
Cc1noc(C)c1C(=O)OC(C)C(=O)c1c[nH]c2ccccc12 (centres undefined)
  -3	-5	-1	3	x	-2	-6
C[C@@H]1CCCCO[C@H](CN(C)Cc2ccc(C(=O)O)cc2)[C@@H](C)CN([C@H](C)CO)C(=O)c2cc(NC(=O)c3ccccc3)ccc2O1
  x	5	1	0	-0.2	1	-13
C=CCN1C(=O)[C@]2(O[C@H](CCO)[C@@H]([Si](C)(C)c3ccc(OC)cc3)[C@@H]2C)c2cc(NC(=O)[C@H](C)O)ccc21
  x	1	1	-6	x	2	42*
Cc1ccc(-n2[nH]c(C)c(/C=N/NC(=O)c3ccc([N+](=O)[O-])cc3)c2=O)c(C)c1
  x	10	x	-5	x	-1	8
NCC1CCN(c2nc3ccccc3c3c2CCCC3)CC1
  x	-3	x	12	-0.1	-2	10
O=C(CN1CCOCC1)Nc1ccccc1Sc1ccc(Cl)cc1
  4	-5	11	-2	x	x	2
CCC(=O)N1[C@H](CO)[C@@H](c2ccccc2)[C@H]1CN(C)C(=O)CN1CCOCC1
  -17	1	-4	-1	0.1	1	-6
COc1cccc(CNC(=O)[C@H]2[C@H](CO)[C@H]3Cn4c(ccc(-c5cncnc5)c4=O)[C@@H]2N3C(C)=O)c1
  12	6	-2	-5	0.0	-28	-2
Cc1cc(C(=O)N/N=C/c2ccncc2)c2ccccc2n1
  3	-4	-1	1	0.1	-1	3
O=C(C[C@H]1CC[C@@H]2[C@H](COC[C@H](O)CN2C(=O)c2ccc3c(c2)OCO3)O1)NC1CCC1
  8	-3	6	-4	0.1	1	2
N#Cc1ccc2nc(-c3ccc(CN4CCC(c5nc6ccccc6[nH]5)CC4)cc3)c(-c3ccccc3)nc2c1
  x	8	x	11	0.9	x	-6
Cc1cc(C(=O)Cn2cnc3ccc(Cl)cc3c2=O)c(C)n1C1CC1
  -11	0	3	13	x	2	u
C[C@H]1CN([C@@H](C)CO)C(=O)c2cc(-c3cccc(F)c3)cnc2O[C@@H]1CN(C)Cc1ccncc1
  14	-9	-1	-1	-0.3	1	-7
O=C(Cc1ccccc1)N[C@H]1CC[C@H](CC(=O)N2CCCCC2)O[C@@H]1CO
  1	3	0	-3	-0.2	-1	0
COC(=O)[C@]12C[C@H](CC(=O)NCc3ccc(OC)c(OC)c3)C(=O)N(CCC3=CCCCC3)C1=C[C@H](C(C)(C)C)O[C@@H]2C
  x	-7	x	5	-0.3	x	12
COc1ccccc1NC(=O)N1C[C@H]2[C@@H](c3ccccc31)[C@H](CO)N2C(=O)C1CC1
  6	8	4	1	-0.1	-2	3
COc1ccc2c3c([nH]c2c1)[C@H](CO)N(C(=O)C1CCCC1)CC31CCN(Cc2cccc(F)c2)CC1
  x	9	x	0	0.0	4	18
CC(C)N(Cc1ccccc1)S(=O)(=O)c1ccc(Cl)nc1
  7	-4	x	-3	-0.2	4	8
C=CCn1c(CCc2cc(C(C)(C)C)c(O)c(C(C)(C)C)c2)n[nH]c1=S
  x	5	x	-1	2.2	3	-2
O=C(CCNC(=O)c1ccco1)Nc1ccc(N2CCOCC2)cc1
  x	0	x	-2	-3.5	-1	1
O=C(O)c1ccc(N/N=C/C=C/c2ccc([N+](=O)[O-])o2)cc1
  -24	-39	-2	2	21	15*	1
Cn1c(N)c(C(=O)CSc2n[nH]c(N)n2)c(=O)n(C)c1=O
  x	0	x	9	0.1	0	8
COc1cccc(CC(=O)OCC(=O)NCC(=O)Nc2cccc(C)c2C)c1
  x	-2	x	2	-0.2	-4	-4
CCOc1ccc(NC(c2ccccn2)c2oc(CO)cc(=O)c2O)cc1 (centres undefined)
  -4	3	-5	8	-0.1	x	2
COc1ccc(-n2c(SCC(=O)NCC3CCCO3)nc3c(c2=O)SC(C)C3)cc1 (centres undefined)
  -2	1	-1	5	-0.2	-1	7
C[C@H]1CN([C@@H](C)CO)C(=O)c2cc(NC(=O)Nc3cccc4ccccc34)ccc2O[C@@H]1CN(C)C(=O)Nc1ccccc1
  4	1	5	1	0.0	0	2
C=CCSc1nc2ccccc2n1C(=O)/C=C/c1ccc(OC)c(OC)c1
  22	4	-7	2	x	-3	x
COc1ccc2sc(-c3ccc(S(C)(=O)=O)cc3)c(C#CCO)c2c1
  -25	0	1	-4	x	x	-10
COc1ccc(CN(C)C[C@H]2Oc3ccc(NS(=O)(=O)c4ccc(Cl)cc4)cc3CC(=O)N([C@@H](C)CO)C[C@@H]2C)cc1
  86*	-13	-1	3	0.0	27*	25*
O=C(NC[C@@H]1[C@@H](c2ccccc2)[C@@H](CO)N1CC1CCCC1)C1CC1
  1	2	2	6	0.2	-3	-15
CCCCN(CCCC)CCCNC(=O)Cn1cc(C)c(=O)[nH]c1=O
  x	-2	x	0	-0.1	-1	17
CN(C)CCNC(=O)/C(=N\O)c1ccccn1
  3	-1	x	4	x	-3	-5
COc1ccc(COC(=O)C2CCN(C(=O)c3ccc(Cl)cc3)CC2)cc1F
  11	-7	1	-1	-0.6	-2	-2
Cc1ccc(C2/C(=C(/O)c3ccc4c(c3)CC(C)O4)C(=O)C(=O)N2CCCn2ccnc2)cc1 (centres undefined)
  19	0	-1	0	2.9	0	-3
COc1ccccc1-c1nc(-c2ccccc2)nc(N2CCN(C)CC2)c1C#N
  x	-2	x	4	x	0	13
CC=Cc1ccc2n(c1=O)C[C@@H]1[C@@H](CO)[C@H](C(=O)N3CCCCC3)[C@H]2N1Cc1ccccn1 (mixture of isomers)
  8	x	-1	8	-0.5	-22	0

Grouped by structure, the entries above with a furan ring, fused or not (2)
The line under a structure holds: Statin myotox sup	S100A4 inh HTS	PglD DTNB	ERp5 block	E-sel inducer	SIRT5 block	DENV2 CPE rescue
O=C(CCNC(=O)c1ccco1)Nc1ccc(N2CCOCC2)cc1
  x	0	x	-2	-3.5	-1	1
O=C(O)c1ccc(N/N=C/C=C/c2ccc([N+](=O)[O-])o2)cc1
  -24	-39	-2	2	21	15*	1

Later entries.
The line under a structure holds: Statin myotox sup	S100A4 inh HTS	PglD DTNB	ERp5 block	E-sel inducer	SIRT5 block	DENV2 CPE rescue
CCC(C(=O)NCC1CCCO1)N(Cc1ccccc1)C(=O)CNS(=O)(=O)c1ccccc1 (centres undefined)
  4	-3	-1	-1	x	-2	-2
CCCCn1c(N)c(N(CCOC)C(=O)CSCc2ccc(C)cc2)c(=O)[nH]c1=O
  11	-2	-2	-2	x	-3	5
O=C(CNC(=O)C12CC3CC(CC(C3)C1)C2)OCc1ccc(F)cc1Cl
  11	5	1	9	-0.4	-3	11
CCCCN(Cc1ccc(C(=O)N[C@H](C(=O)O)C(C)C)cc1)C(=O)C(c1ccccc1)c1ccccc1
  x	0	-4	x	x	1	1
COc1ccc(C2c3[nH]c4ccccc4c3C[C@H]3C(=O)N(C4CCN(Cc5ccccc5)CC4)CC(=O)N23)cc1OC (some centres undefined)
  3	2	2	2	x	0	-2
COCCc1ncc(CN2CCCCC2C(=O)Nc2ccc(Oc3ccccc3)nc2)cn1 (centres undefined)
  4	-5	5	0	x	-3	9
O=C(c1cc(F)c(F)cc1Cl)N1CCN(S(=O)(=O)c2cccs2)CC1
  6	-1	-4	3	-0.1	-3	1
CO[C@H]1CN(C)C(=O)c2ccc(NS(=O)(=O)c3c(C)noc3C)cc2OC[C@H](C)NC[C@H]1C
  6	-4	1	4	-0.1	-3	-13
OCc1c[nH]c(=S)n1CCOc1cccc(C(F)(F)F)c1
  10	2	-1	1	-0.1	1	-1
CN(C)C1(CNC(=O)C2CCC(=O)N(CCc3ccc(Cl)cc3)C2)CCCCC1 (centres undefined)
  -3	1	2	2	x	11	19
CC1CN(c2ncnc3c2cnn3-c2ccc(Cl)cc2)CC(C)O1 (centres undefined)
  -9	15	-1	7	3.6	-1	7
Cc1cccc(C(=O)NNC(=O)c2ccco2)c1O
  3	-6	-1	14	0.1	-1	0
COC(=O)Cc1cc(=O)[nH]c(/N=C(\N)Nc2ccc(C(C)C)cc2)n1
  x	-1	x	4	x	-4	7
COc1ccccc1NC(=O)N[C@@H]1CC[C@@H](CC(=O)N2CCC(Cc3ccccc3)CC2)O[C@H]1CO
  -5	-4	-1	0	-0.2	-6	5
Fc1ccc(COc2ccccc2CNCc2ccncc2)cc1
  x	0	x	2	x	-5	3
O=C(COC(=O)c1ccccc1OC(F)F)Nc1ccc2[nH]c(=O)[nH]c2c1
  1	-1	1	5	x	0	-10
COC(=O)c1ccc(NC(=O)c2cc(-c3ccccn3)nc3ccccc23)cc1
  9	5	7	-5	-0.1	-3	10
CCCC#Cc1cnc2c(c1)C(=O)N([C@H](C)CO)C[C@@H](C)[C@@H](CN(C)C(=O)CN1CCOCC1)O2
  x	0	x	-8	-0.2	3	10
CCCn1c2ccccc2c2cnn(CC(=O)NCCN(C)C)c(=O)c21
  11	-1	-1	1	x	-2	3
CC(=O)c1sc(-c2ccccc2)cc1N
  x	7	-2	2	0.2	-1	-2
